Screening data as filed in PubChem.
H9c2 TAG inh: reduces triacylglycerol accumulation in H9c2 cells; inhibition, % at 12.5 µM; Nile Red lipid (TAG) fluorescence; cells loaded with 200 µM oleic acid; 0.66% of 230,000 active;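 active = pattern-corrected inhibition of lipid staining of at least 50% with the nuclear-stain viability signal not falling by more than 50%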;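 also: 0% = DMSO wells and 100% = triacsin C control wells; some results filed as inactive read as strong as hits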
H9c2 TAG inh DAPI viability: second read-out of H9c2 TAG inh, no call of its own (marks repeat the call); DAPI nuclei signal change (viability), lower = more cytotoxic, %;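 whole-well DAPI fluorescence read on a plate reader as a viability signal; minus 50 percent equals half of cells still viable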
* = called active by the depositor.

SMILES	H9c2 TAG inh	H9c2 TAG inh DAPI viability
O=C(Cn1nc(Cc2cccnc2)c2ccccc2c1=O)NCC1COc2ccccc2O1 (stereo not given)	-1	2
CCN1CC(C)C(O)(c2ccccc2)CC1C (stereo not given)	-1	2
c1ccc2c(c1)OC(CCCN1CCCCC1)c1ccccc1S2 (stereo not given)	20	13
CCN(CC)c1ccc(C(=O)OCC(=O)Nc2ncccn2)cc1	2	0
CC(C)C(=O)N=c1sc2cccc(F)c2n1C	2	1
CC(C)=CCC/C(C)=C/CC/C(C)=C/COc1ccc2ccc(=O)oc2c1	-24	-3
Cc1ccc(C)c(SCC(=O)Nc2cccnc2Cl)c1	-4	6
O=C(NCc1ccco1)C1CCCN1C(=O)NCc1ccccc1 (stereo not given)	-39	15
O=C1OCCC1=COCCOC=C1CCOC1=O	12	-14
CCN1CCN(c2oc(/C=C/c3ccccc3)nc2C#N)CC1	8	89
Cc1ccccc1NC(=O)COC(=O)c1ccc(C)c(S(=O)(=O)N2CCCCC2)c1	-1	-2
N#Cc1cccc(NC(=O)CNc2cccc(S(=O)(=O)N3CCCCC3)c2)c1	-40	1
CC(=O)c1cccc(NC(=O)CN2C(=S)NC(C)(C)CC2C)c1 (stereo not given)	2	-3
C#CCN(C[C@H]1[C@H](OC(=O)NC2CCCC2)[C@H](OC(=O)NC2CCCC2)C[C@@H](C(=O)OC)[C@H]1C(=O)OC)S(=O)(=O)c1ccc(C)cc1	36	-5
Cc1cc(C(=O)N/N=C2\CC(=O)c3ccccc32)c(C)n1-c1ccc(F)cc1	9	-1
COc1ccc(C(=O)COC(=O)CCC(=O)c2cccs2)cc1	7	6
C=CCOc1cccc(C2C(C(=O)c3ccc(C)o3)=C(O)C(=O)N2Cc2ccncc2)c1 (stereo not given)	8	-10
Cc1ccc(NC(=O)CN2C(=O)S/C(=C\c3ccccn3)C2=O)cc1	2	0
CC1(O)c2ccccc2C(=O)N1CCc1ccccc1F (stereo not given)	-16	6
CC(=O)N1CCN(C(=O)c2ccc(OC3CCN(CCc4ccccc4)CC3)cc2)CC1	-6	8
CCOC(=O)Cn1cc(/C=C(\C#N)C(=O)N2CCOCC2)c2ccccc21	1	-3
Cn1c2ccsc2c2ncn(Cc3ccccc3F)c(=O)c21	4	27
S=c1nc(-c2csc3c2CCCC3)[nH][nH]1	16	5
O=S(=O)(Cc1ccccc1)Nc1ccc(Br)cn1	0	1
C=CCN(CC=C)C(=O)c1cccc(S(=O)(=O)N2c3ccccc3CC2C)c1 (stereo not given)	-12	-10

(next part)
SMILES	H9c2 TAG inh	H9c2 TAG inh DAPI viability
Cc1cc(C)cc(NC(=O)CSc2nc(N)c(NC(=O)c3cccs3)c(=O)[nH]2)c1	-2	-1
COc1cccc(NC(=O)COC(=O)/C=C/c2c(C)nn(-c3ccccc3)c2C)c1	10	2
CCN(CC)C(=O)COc1cc(C)cc2oc(=O)cc(-c3ccccc3)c12	-26	1
OC1NC(=S)N(c2ccccc2)C1O (stereo not given)	-5	-6
C#C[C@]1(O)CC[C@H]2[C@@H]3CCC4=CC(=O)CC[C@@H]4[C@H]3CC[C@@]21C	-17	3
Cc1ccc(S(=O)(=O)N(C)CC(=O)Nc2cc(C)ccn2)cc1	-2	-5
CCOC(=O)c1c(C)[nH]c(C)c1C(=O)COC(=O)c1nc2nccc(C)n2n1	29	-24
O=C(CN1CCN(S(=O)(=O)c2ccc(F)cc2)CC1)Nc1ccc(Cl)c(C(F)(F)F)c1	13	-9
CNC(=O)C(=O)Nc1ccc2c(c1)N(S(=O)(=O)c1cccs1)CCC2	-16	1
CCOC(=O)CCC(=O)O[C@H]1[C@H](O[C@@H]2[C@@H](C)[C@H](O[C@H]3C[C@@](C)(OC)[C@@H](O)[C@H](C)O3)[C@@H](C)C(=O)O[C@H](CC)[C@@](C)(O)[C@H](O)[C@@H](C)C(=O)[C@H](C)C[C@@]2(C)O)O[C@H](C)C[C@@H]1N(C)C	27	-14
COC(=O)c1sccc1NC(=O)c1c(Cl)cccc1Cl	-10	-2
CCOC(=O)Nc1cccnc1Sc1ccc(Cl)cc1	11	-11
COc1ccc(-n2cnnc2SCCC#N)cc1	-7	-7
Cc1csc(=O)n1CC(=O)OCc1nnc(-c2ccccc2)o1	1	1
C=CCC1(CC=C)CCCN1C(=O)C1CCC(=O)N(CCc2ccccc2)C1 (stereo not given)	-10	3
CCc1nnc(NC(=O)CSc2nnc(-c3ccco3)n2CCOC)s1	-14	2
COc1ccc(Oc2cccc(Cl)c2CNC(=O)CSCC(=O)O)cc1	-6	3
COc1ccc(S(=O)(=O)N(C)C[C@H]2OCc3cnnn3CCCC(=O)N([C@H](C)CO)C[C@H]2C)cc1	-3	-2
Cc1ccc(NCc2ccccc2OCc2ccccc2F)cc1	29	2
COc1ccc(NC(=O)COC(=O)c2cc([N+](=O)[O-])ccc2N2CCOCC2)cc1	-9	10
O=c1[nH]c(=O)n(C(c2ccccc2)c2ccccc2)cc1Br	3	-3
CC(=O)Nc1cc(-c2cccc(NS(C)(=O)=O)c2)cn2c(-c3ccc(F)c(Cl)c3)cnc12	-5	1
O=c1[nH]c2ccccc2c2nc(-c3cccc(S(=O)(=O)N4CCCC4)c3)nn12	-5	5
CC1(C(=O)Nc2ccc(F)cc2F)CCN1C(=O)Cc1ccccc1Cl (stereo not given)	-20	4
C/C(=N\OC(=O)c1ccc(F)cc1)c1ccc(F)c(F)c1	7	3

Later entries.
SMILES	H9c2 TAG inh	H9c2 TAG inh DAPI viability
COc1ccc(NC(=S)NNC(=S)Nc2cccc(C(F)(F)F)c2)cc1	-30	7
O=C(COC(=O)Cn1[nH]c(=O)c2ccccc2c1=O)Nc1ncc(Cl)cc1Cl	-17	8
O=C(NCCCn1ccnc1)C(=O)NCC(c1cccnc1)N1CCN(c2ccccc2)CC1 (stereo not given)	2	15
NCCc1ccn[nH]1	1	-4
O=C(NCCCN1CCOCC1)C(=O)NCc1ccccc1Cl	20	1
Cc1sc2nc(CSCC(=O)Nc3cc(F)ccc3F)[nH]c(=O)c2c1C	11	-1
CCc1ccc(-n2c(O)cnc2Nc2nc(C)cc(C)n2)cc1	-5	-10
CCOC(=O)N1CCN(C(=O)Cc2ccsc2)CC1	-30	1
O=C(Cc1ccc(NC(=O)C2CCN(C(=O)C3CC3)CC2)cc1)Nc1cccc(C(=O)N2CCCC2)c1	5	-9
CC(CCc1ccccc1)NC(=O)CCNC(=O)c1ccccc1Cl (stereo not given)	10	-2
COCCN(CCOC)CC(O)COC(c1ccccc1)c1ccccc1 (stereo not given)	-9	-1
CCC1(O)CCCC2C3CCC4CC(=O)CCC4(C)C3C(=O)CC21C (stereo not given)	-4	-7
Cc1ccc(-n2nc(C(=O)O)c3ccccc3c2=O)cc1C	-12	-10
CC(C)(C)CC(C)(C)N=C1Nc2cc(Cl)c(Cl)cc2NC12C[C@H]1CCC(=O)N3CC[C@@H](C2)[C@@H]13 (stereo not given in full)	21	2
Cc1cc(-n2cnc(-c3cn[nH]c3C)n2)no1	-2	4
Cc1ccc(C(=O)N2CCC(C(=O)Nc3cccc([N+](=O)[O-])c3)CC2)cc1	-13	4
Cc1cc(NC(=O)CC#N)n(-c2nc3ccccc3[nH]2)n1	1	9
CC(C)CN(CC(C)C)C(=O)Cc1coc2ccc3ccccc3c12	16	-4
O=C(CNC1CCCC1)Nc1ccc(N2CCCCCC2)cc1	5	4
CC(OC(=O)c1ccccc1O)C(=O)Nc1cccc(Cl)c1 (stereo not given)	-30	-7
COc1ccc(-c2nc3c(n2O)CCCC3=O)cc1OC	-7	1
CC(=O)Nc1ccc(NC(=O)COC(=O)c2ccc(S(=O)(=O)N(C)c3ccccc3)cc2)cc1	-9	1
O=C1NN(c2ccc(F)cc2)C(=O)/C1=C/c1cccs1	2	2
CCOC(=O)c1c(/N=C/N(C)C)sc(C=O)c1-c1ccccc1	7	-6
Cc1ccc(CCNC(=O)C2CCN(S(=O)(=O)c3cccc4nsnc34)CC2)cc1	19	-15

Next part.
SMILES	H9c2 TAG inh	H9c2 TAG inh DAPI viability
Cc1cccn2c(=O)c3cc(C(=O)NC4CCCCC4)c(=N)n(Cc4ccccc4)c3nc12	33	132
Nc1ccc2nc(C(F)(F)F)[nH]c2c1	3	-13
COc1ccc([C@@H]2Sc3ccccc3NC(=O)[C@@H]2O)cc1	-2	-2
Cc1c(/C(O)=C2\C(=O)C(=O)N(CCCN(C)C)C2c2ccco2)cnn1-c1ccccc1 (stereo not given)	11	-2
Cc1cc(C)nc(NNS(=O)(=O)c2ccc(Cl)cc2)n1	-10	-5
Cc1ccc(CSc2ccc(S(=O)(=O)N3CCCC3)cn2)cc1	-21	0
Cc1cc2c(=O)n(C)c(SCC(=O)NC3CCCC3)nc2s1	6	2
COc1ccc(S(=O)(=O)NCc2ccccn2)cc1	11	0
COc1cc([C@H]2[C@@H]3CCCC[C@]3(O)CCN2CC(=O)Nc2ccc(C)cc2)ccc1O	8	0
CCOc1ccc(C(C)=O)cc1COC(=O)c1ccccc1C(=O)N(C)Cc1ccccc1	1	1
CCN(CC)C(=O)c1[nH]cnc1C(=O)N[C@@H](Cc1ccccc1)C(=O)OC(C)(C)C	-6	-12
COc1cc(C(=O)NCc2cccc3ccccc23)cc(Cl)c1OC	5	-3
COc1cc(CNS(=O)(=O)CCl)cc(OC)c1OC	-5	5
O=C(Nc1ccc(N2CCOCC2)c(F)c1)c1cccs1	-6	1
CCCn1c(C(CO)Nc2nc(C)cs2)nc2ccccc21 (stereo not given)	-9	-3
COc1ccc(N(C(=O)c2cnccn2)C(C(=O)NC2CCCCC2)c2ccc(Cl)cc2)cc1 (stereo not given)	3	-9
COc1ccc(C(=O)NCC(=O)OCc2ccc(F)cc2)cc1	-6	-2
CCn1ccnc1CN(C)Cc1nc(-c2ccccc2)no1	-7	-1
O=C(NCc1cccnc1)c1cc(C2CCCCN2S(=O)(=O)Cc2ccccc2)on1 (stereo not given)	3	-2
FC(F)(F)Oc1ccc(NC(=S)NCCCN2CCOCC2)cc1	-1	16
Cc1ccccc1CSCC(=O)Nc1ccccc1Br	-20	-3

Only part of the results is shown. The share of hits here may be higher or lower than overall.
